LMPTP inh = blocks human LMPTP phosphatase; inhibition, % at 20 µM; AID 651560; P24666; 0.22% of 360,000 active; recombinant LMPTP-A, OMFP fluorogenic substrate, fluorescence intensity;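 active = compounds that cut the enzyme signal by at least half of the control window in the single-dose screen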;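 also: plate controls were DMSO wells with enzyme plus substrate for no effect and substrate without enzyme for full effect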
Target sequence (P24666 whole entry, looked up): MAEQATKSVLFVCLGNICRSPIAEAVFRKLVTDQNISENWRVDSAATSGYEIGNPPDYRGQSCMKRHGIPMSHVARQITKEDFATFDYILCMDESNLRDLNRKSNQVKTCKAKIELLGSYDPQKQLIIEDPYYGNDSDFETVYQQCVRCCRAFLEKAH
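Material: LMPTP-A; amount: 0.625 nM enzyme; doses: single 20 µM dose; times: reaction 50 min, room temperature, dark; technique: fluorescence intensity of OMFP turnover product; benchmarks: no-enzyme and uninhibited controls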
DNMT1 block = blocks human DNA methyltransferase DNMT1. inhibition (reported as % activation of signal), % at 10 µM. 0.83% of 360,000 active. DNMT1 molecular beacon, Hinp1I cleavage, fluorescence. P26358; in the data active = inhibition above about 50%
STEP inh = inhibitors of human striatal-enriched phosphatase STEP; P54829; recombinant STEP, OMFP fluorogenic substrate, fluorescence; inhibition, % at 20 µM; 0.25% of 360,000 active;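 active = inhibition at 20 µM, scaled per plate between control wells, above about 37%, limit read from the data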;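 also: 0% = DMSO with enzyme and substrate and 100% = substrate only without enzyme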
Target sequence (P54829 whole entry, looked up): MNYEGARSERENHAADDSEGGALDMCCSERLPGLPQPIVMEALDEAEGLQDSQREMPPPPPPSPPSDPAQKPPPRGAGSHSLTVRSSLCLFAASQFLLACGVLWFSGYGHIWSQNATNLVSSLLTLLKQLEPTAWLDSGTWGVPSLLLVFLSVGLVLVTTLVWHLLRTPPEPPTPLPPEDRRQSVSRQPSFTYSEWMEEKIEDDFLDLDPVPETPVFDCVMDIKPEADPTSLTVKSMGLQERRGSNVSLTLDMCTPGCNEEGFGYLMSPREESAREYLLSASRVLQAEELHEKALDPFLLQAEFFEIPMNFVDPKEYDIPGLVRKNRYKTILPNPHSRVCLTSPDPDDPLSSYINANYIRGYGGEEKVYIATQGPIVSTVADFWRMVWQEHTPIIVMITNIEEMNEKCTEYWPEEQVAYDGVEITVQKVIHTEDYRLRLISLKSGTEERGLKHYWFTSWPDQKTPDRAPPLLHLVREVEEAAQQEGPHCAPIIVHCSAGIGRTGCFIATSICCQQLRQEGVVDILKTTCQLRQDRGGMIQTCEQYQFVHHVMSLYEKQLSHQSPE
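Measure: Control-normalized % inhibition with plate pattern correction | Test system: STEP phosphatase, cell-free reaction | Medium: pH 6.0 Bis-Tris with DTT and Tween 20 | Technique: Fluorescence, 480/540 nm | Times: Reaction 20 min, ambient temperature | Doses: Single compound dose of 20 µM, 1% DMSO final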
CendR NRP1 mod = alters CendR peptide binding to human NRP-1; FAM-RPARPAR peptide binding to NRP-1, fluorescence polarization; inhibition, % at 25 µM; O14786; 0.85% of 360,000 active;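 active = inhibition or corrected inhibition above about 18%, plus a signal ratio from 0.5 to 1.5, limit read from the data, passing the limit was not always enough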; also: strong numbers were not always called active
NadD inh = inhibitors of Staphylococcus aureus NadD | 0.78% of 360,000 active | inhibition, % at 20 µM | purified NadD enzyme, colorimetric absorbance read-out; in the data active = inhibition above about 26%; also: some compounds past the cut are filed as inactive
SKN-1 inh = blocks SKN-1 activity in C. elegans; C. elegans VP596 Pgst-4::GFP/RFP ratio, acrylamide-induced, 24 h; inhibition, % at 21.8 µM; 0.49% of 360,000 active;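 active = interference check ratio from 0.5 to 1.5 plus GFP to RFP signal ratio inhibition reaching or exceeding a fixed threshold, cut at about 30% in these data, passing the limit was not always enough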; also: some compounds called inactive have numbers as strong as hits
Neddylation inh = cullin neddylation inhibition | calls only at 25 µM | AID 651699 | TR-FRET cullin neddylation, biochemical | 0.58% of 360,000 active; in the data active = inhibition above about 36%
SUMO1-SIM PPI = SUMO1-SIM interaction modulation | P63165 | SUMO1 binding to a labelled peptide, TR-FRET, 1 h | inhibition, % at 20 µM | 0.33% of 360,000 active | AID 602429; in the data active = inhibition above about 37%
Target sequence (P63165 whole entry, looked up): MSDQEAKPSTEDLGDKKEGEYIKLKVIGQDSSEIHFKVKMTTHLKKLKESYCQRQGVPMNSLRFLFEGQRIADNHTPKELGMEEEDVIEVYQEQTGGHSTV
Scp1 inh = blocks human Scp-1 phosphatase activity | inhibition, % at 20 µM | 0.88% of 340,000 active | Recombinant Scp1, phosphopeptide, malachite green phosphate absorbance | AID 493091;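 active = inhibition above about 50% at 20 µM, limit read from the data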;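 also: plate controls were DMSO wells with enzyme for no effect and wells lacking enzyme for full effect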
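Test system: SCP-1 catalytic domain; Buffer or medium: Acidic Tris acetate buffer with magnesium and detergent; Also added: Phosphorylated 17-residue peptide substrate; Compound: single 20 µM dose, 1% DMSO; Schedule: enzyme reaction 45 min at room temperature, colour 5 min, stabilisation 30 min; Signal: Phosphate-binding colour reagent, absorbance read at 630 nm.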
Tb MetRS inh = blocks T. brucei methionyl-tRNA synthetase activity. 0.4% of 360,000 active. purified T. brucei MetRS, ATP depletion, Kinase-Glo luminescence. inhibition, % at 11.9 µM. AID 624268;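 active = inhibition above a per-plate cutoff of the control wells' mean inhibition plus 3 SD, cut at about 5.5% in these data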;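 also: 0% = DMSO wells median and 100% = median of wells with control inhibitor compound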
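Dosing: 11.9 µM compound single dose, 0.9% DMSO; Assay system: purified T. brucei MetRS enzyme; Measured by: Kinase-Glo luciferase luminescence reporting remaining unconsumed ATP; Schedule: 15 min plus 2 h at 25 °C.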
* marks the source's active call; other numbers are inactive results; i = inactive; . = no result given. Compounds as they come; about 4.6% have a hit in one of these screens.

SMILES	LMPTP inh	DNMT1 block	STEP inh	CendR NRP1 mod	NadD inh	SKN-1 inh	Neddylation inh	SUMO1-SIM PPI	Scp1 inh	Tb MetRS inh
CN(C)CCN1CCN(C2CN(Cc3ccccc3)S(=O)(=O)C2)CC1 (stereo unspecified)	-6.6	1	-2	5	0	-3	i	1	.	0.1
c1ccc(-c2ncc(CSc3nncn3-c3ccccc3)s2)cc1	0.1	-3	-13	-6	-2	2	i	2	-2	-1.0
C=CCOC(=O)C1=C[C@@H](c2cn(C(C)=O)c3ccccc23)C[C@@H](OCc2ccc(CO)cc2)O1	0.6	-7	-1	-18	1	-7	i	-11	-10	-0.4
CCOc1cc(/C=N/n2nnnc2N)ccc1OCc1c(C)no[n+]1[O-]	-2.6	0	1	-36	-3	4	i	-3	0	-0.6
CCC(CC)NC(=O)CN(c1ccccc1OC)S(=O)(=O)c1cccs1	0.4	-1	1	0	1	0	i	1	-9	0.1
CCCCN1C(Nc2ccccc2)=NC[C@@H]1C	-0.7	4	-1	-7	1	19	i	0	-1	0.0
O=C(c1ccco1)N1N=C(c2ccc3nccnc3c2)CC1c1ccccc1 (stereo unspecified)	0.9	-3	2	-17	-1	4	i	3	-5	-0.3
COc1cc(/C=C2\N=C(c3ccccc3)OC2=O)ccc1OC(C)=O	-1.8	-2	0	-23	2	-2	i	-2	0	-0.1
CCOC(=O)c1sc(NC(=O)CSc2nc3c(cc2C#N)CCCCC3)c(C#N)c1C	2.8	10	2	-2	11	7	i	-5	-7	-0.2
Oc1ccc(N2CCN(C(=S)NCc3ccccc3)CC2)cc1	0.3	-5	0	1	-1	0	i	-3	-2	0.3
Cc1ccccc1NC(=O)c1ccc(CN(c2ccccc2)S(=O)(=O)c2ccccc2)cc1	1.1	-8	2	-10	-4	2	i	3	-8	-0.5
CCOc1ccc(OCC)c(NS(=O)(=O)c2cccc3nsnc23)c1	0.0	3	-2	4	-5	-4	i	-24	-6	0.3
Cn1c(=O)c(C(=O)NCc2ccc(Cl)cc2)c(O)c2ccccc21	1.4	2	1	11	-6	0	i	1	-7	-1.5
CCN(C(=O)c1cc(S(=O)(=O)N2CCc3ccccc32)cn1C)c1ccccc1	-0.5	-3	-1	4	-8	5	i	0	-7	0.1
O=C(CC1Nc2ccccc2NC1=O)Nc1ccccc1 (stereo unspecified)	-1.6	-9	4	-36	15	0	i	-1	-7	0.0
CCCCC(CC(O)COCC(C)C)C(=O)NN (stereo unspecified)	-0.6	1	-1	3	-6	-7	i	-1	-6	-0.5
CSc1nnc(-c2ccc(S(=O)(=O)N3CCCCC3)cc2)o1	-1.2	-2	1	5	5	10	i	-2	-9	1.2
CCOc1ccc(N(CC(=O)NN=C2CCN(C)CC2)S(C)(=O)=O)cc1	-3.1	-1	0	7	-5	-9	i	-1	-8	-0.9
Cc1[nH][nH]c(=O)c1C(c1c(C)[nH][nH]c1=O)c1cn(Cc2cccc3ccccc23)c2ccccc12	6.6	31	2	-1	46*	10	i	4	-9	3.0
Cc1cccc(-n2c(-c3csc4ccccc34)n[nH]c2=S)c1	-0.9	-4	5	6	5	4	i	0	6	-0.4
O=C(O)c1ccccc1C=NN1CCCCCC1	0.7	0	-3	-21	4	-13	i	6	-5	0.0
O=C1NC(NS(=O)(=O)c2ccccc2)(C(F)(F)F)C(=O)N1c1ccc(F)cc1 (stereo unspecified)	-0.8	1	-1	11	-11	3	i	2	-7	-0.5
CCCCOc1ccc(/C=N/NC(=O)c2csc(C)c2C)cc1	2.1	-1	-2	0	0	7	i	-5	-3	-0.4
COC(=O)c1sccc1NC(=O)c1cc(-c2cccc(C)c2)nc2ccccc12	1.3	50*	-5	-2	15	-1	i	-2	7	-1.1
CN(Cc1ccc(Cl)cc1)C(=O)c1ccc2ccccc2n1	0.9	0	-2	-3	1	-7	i	4	4	-0.5

(more compounds)
SMILES	LMPTP inh	DNMT1 block	STEP inh	CendR NRP1 mod	NadD inh	SKN-1 inh	Neddylation inh	SUMO1-SIM PPI	Scp1 inh	Tb MetRS inh
COc1ccc(NC(=O)COc2ccc(C)c(C)c2)cc1S(=O)(=O)N1CCCCC1	2.0	-5	3	-2	-7	13	i	7	-13	0.1
COc1ccc(NC(=O)C(Cl)=C(Cl)Cl)cn1	-1.1	1	-1	-3	-3	0	i	3	-7	-0.3
CC(=O)N(Cc1ccccc1)c1nc(-c2ccccc2)cs1	2.4	1	0	6	-10	4	i	0	-13	-0.4
Cc1ccc(-n2c(CNC(=O)c3cccs3)nnc2SCC(=O)NO)cc1	-0.6	2	-1	-9	0	12	i	-3	1	0.3
CCC(CC)c1nnc(NC(=O)C2CCCO2)s1 (stereo unspecified)	-2.8	-2	-3	-3	-3	8	i	-2	-3	-0.3
O=C1NC(c2ccccc2Cl)=N/C1=C/c1ccco1	-1.1	0	0	-8	-10	-6	i	-20	0	-0.5
COC(=O)c1ccc(CN(C)S(=O)(=O)c2cccs2)cc1	0.3	-1	4	10	-8	8	i	4	-11	-0.6
CCCC(=O)NCc1ccc2c(c1)cc(C)n2C	2.4	-11	0	7	-1	54	i	-17	-2	-0.6
CO/N=C(/CS(=O)(=O)Cc1ccccc1Cl)c1ccc(Cl)cc1Cl	2.8	2	-2	0	-9	-7	i	3	-5	0.1
CN(C)S(=O)(=O)c1cccc(C(=O)Nc2ccc(Cl)cn2)c1	-1.9	-1	0	-6	2	7	i	-1	-3	-0.5
O=C(NNc1ccccn1)c1ccccc1CC[N+](=O)[O-]	-0.2	1	2	-7	3	5	i	-4	3	-0.6
O=C1NC[C@H](CCCCN2C[C@@H](Cc3ccccc3)N(Cc3ccccc3)C(=O)C2=O)N(CCC2CCCCC2)C1=O	0.1	.	.	-17	25	12	i	6	.	-1.2
CCN(Cc1ccccc1)S(=O)(=O)c1ccc2oc(C(=O)O)c(C)c2c1	0.5	7	0	-3	-4	10	i	0	-11	-0.1
CN(C(=O)c1cc(S(=O)(=O)N2CCCCC2)c[nH]1)C1CCCCC1	-0.9	3	-2	-1	-4	14	i	2	-10	-0.5
COc1ccc(S(=O)(=O)Nc2ccc(OCC(=O)O)cc2)c2ccccc12	-2.4	1	-3	4	-4	15	i	2	-15	-0.7
Cc1nc2ccccc2c(=O)n1NCc1cc(Br)cs1	-2.2	0	2	-3	5	30	i	1	5	-1.0
CCc1nnc(NC(=O)COc2ccc(N(C)S(=O)(=O)c3ccc(C)cc3)cc2)s1	0.9	-1	1	-2	-5	4	i	18	2	-0.1
COc1ccc(CCC(=O)Nc2ccc(S(=O)(=O)N3CCCC3)cc2)cc1OC	-0.7	-3	3	2	0	3	i	5	-13	0.0
CN(C)c1ccc(NC(=O)CN2C(=O)c3ccccc3C2=O)cc1	-0.2	-1	-3	-3	-6	8	i	-5	-7	-0.8
COc1ccc(C)cc1-n1nnnc1SCC(=O)Nc1cc(C)on1	-2.5	3	0	-1	-1	10	i	0	-3	-0.8
Cc1nccn1CC(=O)N/N=C/c1cccc(O)c1	0.0	1	2	-4	1	7	i	-3	-9	-0.3
CCc1ccc(C(=O)COC(=O)CCc2nc3ccccc3c(=O)[nH]2)cc1	0.1	2	2	5	-7	7	i	1	-6	-0.5
COc1ccc(-n2cnc3sc4c(c3c2=O)CCCC4)cc1	-0.4	-1	4	-11	-3	-2	i	2	-13	-0.4
CC(O)(c1ccc(F)c(F)c1)c1nc(-c2ccc(S(C)(=O)=O)cc2)cs1 (stereo unspecified)	0.0	0	-2	2	-4	0	i	5	.	-0.3
C[C@@H]1ON(C)[C@H]2C[C@H]3c4cc(N5CCOCC5)ccc4CCN3C(=O)[C@@H]12	0.9	0	7	-4	-3	-5	i	4	8	0.5

(cont.)
SMILES	LMPTP inh	DNMT1 block	STEP inh	CendR NRP1 mod	NadD inh	SKN-1 inh	Neddylation inh	SUMO1-SIM PPI	Scp1 inh	Tb MetRS inh
Cc1c(C(=O)NCCSCc2ccc(Cl)cc2Cl)cccc1[N+](=O)[O-]	2.2	0	-1	2	-4	14	i	-1	-13	1.4
Cc1ccccc1/C=C/c1nc2ccccc2c(=O)[nH]1	2.2	47	1	-11	-9	6	.	14	-13	-0.2
COc1ccc(C2(c3ccc(OC)cc3)NC(=O)N(CC(=O)NC3CCCC3)C2=O)cc1	0.9	0	0	-4	-3	5	i	5	-4	0.1
CCOc1ccccc1CNC(=O)c1cc2occc2n1C	0.4	-2	5	-14	2	23	i	2	-12	0.1
COc1ccc(NC(=O)C(C)N(c2ccc(C)cc2)S(C)(=O)=O)c(OC)c1 (stereo unspecified)	0.4	-8	-1	-8	-10	10	i	-3	-10	-0.7
COc1ccc(OCc2cc(C(=O)NC(C)c3nc(C)cs3)no2)c(Cl)c1 (stereo unspecified)	0.0	-2	2	-6	-1	5	i	4	.	0.8
CCC(C)c1ccccc1N1CC(C(=O)NCCc2ccc(OC)c(OC)c2)CC1=O (stereo unspecified)	-1.9	-1	-2	8	1	-9	i	2	-5	-0.3
O=C(CC1CCCCC1)NCc1ccccc1Cl	-0.8	0	1	0	4	-5	i	-2	-8	-1.2
O=C(NCc1ccc(OC(F)(F)F)cc1)c1cccc2c1C(=O)c1ccc(N3CCCC3)cc1S2(=O)=O	0.3	32	-11	-81	22	10	i	-20	3	-0.2
CC1CCC(NC(=O)Nc2cccs2)CC1 (stereo unspecified)	-0.7	-3	-4	0	-2	2	i	0	-4	-1.1
CN(Cc1nc2c(s1)CCCC2)C(=O)CCc1nnc(-c2ccc3c(c2)OCO3)o1	-1.5	-3	-5	10	-4	-7	i	-2	-14	-0.3
Cc1cc(NC(=O)COc2ccccc2)n(-c2ccccc2)n1	-1.3	-3	-1	-6	-2	7	i	0	0	-1.8
CCCCOc1ccc(NC(=O)c2cc(F)c(F)cc2Cl)cc1	-0.4	4	-3	0	-2	-3	i	0	1	-1.1
COC(=O)c1ccc(C(=O)OC)c(NC(=O)c2cccnc2)c1	-2.6	5	-2	-3	-1	9	i	1	2	-0.9
